# Screening data as filed in PubChem.
# FUS suppressor – FUS proteinopathy suppression in yeast | Potency, µM (highest dose often 76.6 µM), for inactives: top-dose growth rescue (activation), hits mostly activators | 0.24% of 390,000 active | AID 1347120 | S. cerevisiae FUS-expressing, growth rescue, OD600, 24 h;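 further: plate controls were DMSO vehicle for no effect and reference control for full effect; nearly all actives have a fitted effect of over 55% in size; some results filed as inactive show a strong effect at the top dose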
#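 Yeast FUS proteinopathy model; galactose-induced FUS (2%), starting OD 0.005. Cpds in dilution series, 24hr, 30C, 99% humidity. Abs 600 nm growth. Pos ctrl CP55940 (top 92uM final); neg ctrl DMSO.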
# EPAC1 ag – activates human EPAC1 exchange factor; 0.073% of 360,000 active; O95398; Potency, µM (series often up to 154 µM), for inactives: at the highest dose activation, actives largely listed as activators; AID 720707; EPAC1 agonist qHTS, biochemical assay; response scale: 100% = response to 6.5 mM cAMP; further: nearly all actives have a fitted effect of over 60% in size
#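 Fluorescent GDP-exchange assay: 100 nM EPAC1 with 250 nM Rap1B preloaded with BODIPY-GDP and 50 uM GDP; compounds tested as concentration series, 5 min at room temperature, then read every 5 min for 30 min (ex 480/em 540 nm); normalized to 6.5 mM cAMP.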
# TDP43 rescue – inhibitors of TDP-43 toxicity in yeast; TDP-43 expressing yeast growth rescue, BacTiter-Glo, 24 h; Potency, µM (doses to about 46.1 µM), for inactives: at the top dose growth rescue (activation), most hits filed as activators; 1.8% of 410,000 active; further: % of control where 0% means no effect; nearly all actives have a fitted effect of over 50% in size
#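 Growth rescue of TDP-43-toxic yeast measured as ATP luminescence (BacTiter-Glo). Cells grown to mid-log in raffinose, induced in galactose at OD600=0.02, exposed to compound 24 hr at 30 deg C.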
# PTHR1 ag – PTHR1 (human) receptor agonism; 0.075% of 410,000 active; Q03431; Potency, µM (top dose mostly 115 µM), for the others: top-dose activation, usual class: activators; HEK293 GP2 PTHR1 cells, GloSensor cAMP luminescence, 1 h; AID 743266; further: nearly all actives have a fitted effect of over 55% in size; some results filed as inactive show a strong effect at the top dose; inactives centre near -15; many of its hits are not listed in these tables
#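 HEK-293-derived GP2 cells expressing PTHR1 and a GloSensor cAMP reporter, 3,000/well, plated overnight, given luciferin plus IBMX (each 0.5 mM as added) for 1 h at 37 °C, then compound for 1 h at 37 °C. Luminescence was read after 15 min at room temperature.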
# EPAC1 antagonist – EPAC1 (human) antagonism; Potency, µM (highest dose often 115 µM), without a hit: at the top dose activity change, negative = inhibition, most hits filed as inhibitors; EPAC1 GEF assay, Rap1b-BODIPY-GDP exchange fluorescence; 0.14% of 360,000 active; O95398;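 further: plate controls were vehicle for no effect and positive control for full effect; nearly all actives have a fitted effect of over 50% in size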
# EPAC2 agonist – agonists of human EPAC2 (RAPGEF4); Q8WZA2; EPAC2 activation, biochemical qHTS; response scale: 100% = 6.5 mM cAMP response; Potency, µM (highest dose often 154 µM), without a hit: top-dose activation, usual class: activators; 0.079% of 360,000 active; AID 720711; further: nearly all actives have a fitted effect of over 50% in size
# Target sequence (Q8WZA2 whole entry, looked up): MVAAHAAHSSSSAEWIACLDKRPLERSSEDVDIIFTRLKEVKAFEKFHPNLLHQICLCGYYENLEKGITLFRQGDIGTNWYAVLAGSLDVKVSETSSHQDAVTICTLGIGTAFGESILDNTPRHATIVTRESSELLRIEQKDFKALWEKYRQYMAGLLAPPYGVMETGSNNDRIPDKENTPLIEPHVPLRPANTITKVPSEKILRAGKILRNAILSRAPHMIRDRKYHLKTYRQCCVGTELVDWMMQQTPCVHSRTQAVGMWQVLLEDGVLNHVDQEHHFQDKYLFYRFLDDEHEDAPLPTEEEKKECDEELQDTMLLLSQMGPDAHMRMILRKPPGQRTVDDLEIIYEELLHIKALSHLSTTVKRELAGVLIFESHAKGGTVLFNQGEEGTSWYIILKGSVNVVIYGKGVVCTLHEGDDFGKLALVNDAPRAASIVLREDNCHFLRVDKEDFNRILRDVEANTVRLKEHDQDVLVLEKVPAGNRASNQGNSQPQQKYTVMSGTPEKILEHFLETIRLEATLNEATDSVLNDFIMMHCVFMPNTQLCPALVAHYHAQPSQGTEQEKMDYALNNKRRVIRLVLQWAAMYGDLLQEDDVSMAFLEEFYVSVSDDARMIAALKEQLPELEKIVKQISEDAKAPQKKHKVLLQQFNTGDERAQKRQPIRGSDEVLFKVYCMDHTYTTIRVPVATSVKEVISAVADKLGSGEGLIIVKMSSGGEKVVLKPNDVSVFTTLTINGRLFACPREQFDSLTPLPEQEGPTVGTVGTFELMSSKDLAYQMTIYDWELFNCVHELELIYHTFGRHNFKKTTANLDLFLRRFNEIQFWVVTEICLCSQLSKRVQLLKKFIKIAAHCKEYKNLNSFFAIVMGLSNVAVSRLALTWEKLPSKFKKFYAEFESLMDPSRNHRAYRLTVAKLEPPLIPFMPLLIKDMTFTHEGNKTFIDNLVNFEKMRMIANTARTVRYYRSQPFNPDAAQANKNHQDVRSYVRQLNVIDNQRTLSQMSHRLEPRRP
#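 Compounds were added across a concentration range to EPAC2 (100 nM), RAP1B-BODIPY-GDP (250 nM) and GDP (50 uM). After 5 min at room temperature, fluorescence was recorded at 5-min intervals for 30 min.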
# EPAC2 antagonist – antagonists of human EPAC2 | Q8WZA2 | EPAC2 GEF exchange of Rap1B-BODIPY-GDP, fluorescence | Potency, µM (highest dose often 114 µM), for the others: top-dose activity, negative = inhibition, hits mostly inhibitors | 0.18% of 360,000 active | AID 720708; further: on the % scale 0 is the no-effect control and ±100 the full control effect; nearly all actives have a fitted effect of over 45% in size; many of its hits are not listed in these tables
# aSyn yeast inh – rescues yeast growth from alpha-synuclein toxicity; Yeast expressing alpha-synuclein, growth rescue, BacTiter-Glo, 24 h; Potency, µM (highest dose often 46.1 µM), inactives show at the top dose growth rescue (activation), most hits filed as activators; 0.14% of 370,000 active; further: % of control where 0% means no effect; nearly all actives have a fitted effect of over 65% in size
#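 Screening used galactose-induced yeast with toxic alpha-synuclein levels, exposed to compound for 24 hr at 30 deg C. Cell growth, read with BacTiter-Glo luminescence, gave the measured signal.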
# Active calls of the source: *; i = inactive; ? = inconclusive; / = not tested or not shown; & = joins results of further samples; [ ] = another dose, or the depositor's remark. The call rests on the fitted dose curve; in most records, active means well fitted curve in the direction sought with a large enough effect; inconclusive means small, poorly fitted or top-dose-only effect, or another doubt; inactive means no such curve, though single readings can be large; an effect the other way counts as inactive or inconclusive. Potency means the concentration at half of the fitted maximal effect. Not all compounds are listed. The share of hits here may be higher or lower than overall.
Compound | FUS suppressor | EPAC1 ag | TDP43 rescue | PTHR1 ag | EPAC1 antagonist | EPAC2 agonist | EPAC2 antagonist | aSyn yeast inh
O=[N+]([O-])c1cc(-c2nnc(N3CCOCC3)c3ccccc23)ccc1N1CCOCC1 | 5% | -11% | 15% | -46%[inhibitor] | 2% | -9% | -1% | 2%
O=S1(=O)N=C(c2ccccc2)c2ccccc21 | 0% | 9% | 8% | i | -3% | 9% | 1% | 5%
Nc1nc(SCC(=O)Nc2cc(C(F)(F)F)ccc2Cl)[nH]c(=O)c1NC(=O)c1ccco1 | 16% | 3% | -8% | i | -3% | -7% | 1% | 2%
CCOC(=O)c1c(O)cc(C)[nH]c1=O | 16% | 2% | -1% | 8% | -16% | 0% | 1% | -2%
O=C(N/N=C/C=C/c1ccccc1)C1CC1c1ccccc1 (configuration not stated) | 3% | 2% | 25% | -13%[57.5 µM] | ? | 20% | -10% | 8%
Cc1cc(C)cc(N(CC(=O)NC(C)(C)C)C(=O)CCC(=O)Nc2nccs2)c1 | -3% | 4% | -26% | -25% | -10% | 11% | 4% | -19%
Cc1nn(-c2ccccc2)c(C)c1C(=O)OCC(=O)NC(=O)NC1CCCC1 | 27% | 21% | 1% | -29%[57.5 µM] | -14% | 6% | -8% | 13%
CCNc1nc(NCC)nc(N(C#N)CCOc2ccccc2)n1 | 9% | 7% | 8% | i | -5% | 12% | 6% | -5%
CC1CN(Cc2c(O)ccc3c(=O)c(-c4ccccc4Cl)coc23)CC(C)O1 (configuration not stated) | -33% | -11% | -4% | -2% | -14% | 17% | 0% | -3%
COc1cc2c(cc1OC)CN(C(=O)CCNS(=O)(=O)c1ccc(Br)cc1)CC2 | 19% | 2% | -6% | -9% | -4% | -2% | -3% | 2%
C=CCN1CCc2nc(N)sc2CC1 | -12% | -15% | 4% | i | -17% | 4% | 10% | 0%
COc1ccc(CCNc2ccc(C(CC(N)=O)NC(=O)c3cc(OC)ccc3OC)cc2[N+](=O)[O-])cc1 (configuration not stated) | ? | -5% | -12% | -10% | -17% | 7% | -6% | -3%
O=C(CCSc1nc(-c2ccco2)cc(C(F)(F)F)n1)Nc1ccc2c(c1)OCO2 | -2% | -3% | 0% | -14%[57.5 µM] | -4% | -32%[inhibitor][15.6 µM] | 6% | -2%
CC(C)(C)OC(=O)NCCc1nnc(SCc2cccc(Cl)c2)o1 | 16% | -2% | 16% | -21% | -2% | -6% | ? | -1%
OC(CNC1Cc2ccccc2C1)c1ccccc1 (configuration not stated) | 40% | 4% | 19% | ? | 1% | 11% | -1% | 0%
Cc1ccc(CNC(=O)c2ccc(COc3ccccc3)cc2)cc1 | / | -17% | -15% | -8% | -19% | -12% | 7% | 1%
CC(=O)Nc1ccc(SCC(=O)Nc2ccc(Cl)cn2)cc1 | -7% | 3% | 25% | i | 18% | 8% | 10% | 2%
CCC[N+]1(CC#CC2(O)CCCCC2)CCOCC1 | -6% | 0% | 18% | i | 10% | -6% | -3% | 5%
O=C1CC(c2ccco2)CC2=C1C1c3ccccc3C(=O)N1c1ccccc1N2 (configuration not stated) | 11% | 6% | 2% | -21%[57.5 µM] | -14% | 8% | 1% | 0%
COc1cc(/C=N/NC(=O)c2cc(-c3c(C)nn(-c4ccccc4)c3C)n[nH]2)ccc1O | 6% | 1% | 14% | -30% | -1% | -1% | 6% | -2%
O=C(OCN1C(=O)c2ccccc2C1=O)c1cccnc1SC(F)F | 2% | 13% | -8% | i | 7% | 5% | -5% | 4%
Cc1cc(N/C=C/C(=O)c2ccc(Br)cc2)no1 | 16% | 6% | -6% | -4%[57.5 µM] | -9% | 11% | -2% | 0%
CC(C)CCNc1nc2c(c(=O)n(Cc3cccc(F)c3)c(=O)n2C)n1C | 32% | 6% | ? | i | 0% | 8% | -7% | 1%
Cc1ccc(C(=O)NCC(=O)NC2CCCCCC2)cc1 | 0% | 2% | -7% | -11% | -13% | 5% | 0% | -9%
COc1ccc(-c2nnc(SC(C)C(=O)O)o2)cc1 (configuration not stated) | -16% | / | 2% | -7% | / | / | / | 3%
COc1cccc(OCCOc2ccccc2[N+](=O)[O-])c1 | / | 4% | ? | -28% | -16% | 13% | 4% | -5%
Cn1c(SCc2ccccc2)nnc1-c1cccs1 | 8% | 0% | 29% | -36%[inhibitor][57.5 µM] | -5% | -1% | 0% | 2%
O=C1CC(c2ccccc2)=Nc2ccccc2N1Cc1ccccc1 | 25% | 8% | 13µM* | i | -27% | 14% | -19% | 10%
O=S(=O)(NCc1ccco1)c1ccc(Cl)s1 | -3% | -6% | ? | i | -28% | -1% | 2% | 19%
CCC(OC(=O)CN1C(=O)C(=O)c2ccccc21)C(=O)Nc1ccc(S(N)(=O)=O)cc1 (configuration not stated) | 33% | -2% | -18% | i | -13% | -5% | -15% | 1%
O=C(NC1CCCc2ccccc21)c1ccc2c(c1)OCO2 (configuration not stated) | 6% | 6% | ? | -3% | 7% | 0% | 11% | 1%
CCC(c1nnnn1C(C)(C)C)N(Cc1cccs1)Cc1cc2cc(C)c(C)cc2n2nnnc12 (configuration not stated) | / | 4% | 9% | -18% | 0% | -2% | -5% | -1%
O=C(NCc1cccnc1)c1cc(-c2cccs2)on1 | -15% | 10% | 20% | -11% | 9% | 16% | 2% | -5%
COc1cc(NC(=O)c2ccc(C)cc2)ccc1NC(=O)c1cc2ccccc2o1 | -11%&-5% | 12% | -10%&4% | -9% | 0% | 4% | -1% | 0%
CC(C)C(NC(=O)c1ccccc1)C(=O)NCc1ccccn1 (configuration not stated) | 17% | 5% | -10% | i | 1% | -2% | -2% | ?
CCOC(=O)C(NC(=O)c1ccccc1)(N1CCOCC1)C(F)(F)F (configuration not stated) | -16% | 12% | -1% | i | -14% | 11% | -2% | 1%
CCOC(=O)C1=CCN(S(=O)(=O)c2ccccc2Br)C1c1cccc(F)c1 (configuration not stated) | 20% | 3% | 0% | i | -12% | 10% | -3% | -1%
COc1ccc2nc(NC(=O)CSC(C)C(=O)Nc3cc(C)on3)sc2c1 (configuration not stated) | 52% | 11% | -18% | -1% | 1% | 6% | -15% | 0%
O=C(NCc1cccnc1)Nc1ccc(Br)cc1Cl | 0% | 4% | 5% | -15% | -7% | 13% | 0% | 2%
Cc1ccc(Cn2nnnc2CN2CCC(NC(=O)c3ccc(Br)cc3)CC2)cc1 | 4% | -1% | 11% | -10% | 4% | 14% | 30% | -12%

# Arranged by SMILES length (falling): 3 of the compounds above.
Compound | FUS suppressor | EPAC1 ag | TDP43 rescue | PTHR1 ag | EPAC1 antagonist | EPAC2 agonist | EPAC2 antagonist | aSyn yeast inh
CCOC(=O)C1=CCN(S(=O)(=O)c2ccccc2Br)C1c1cccc(F)c1 (configuration not stated) | 20% | 3% | 0% | i | -12% | 10% | -3% | -1%
O=C(OCN1C(=O)c2ccccc2C1=O)c1cccnc1SC(F)F | 2% | 13% | -8% | i | 7% | 5% | -5% | 4%
O=C(NC1CCCc2ccccc21)c1ccc2c(c1)OCO2 (configuration not stated) | 6% | 6% | ? | -3% | 7% | 0% | 11% | 1%

# Further structures follow.
Compound | FUS suppressor | EPAC1 ag | TDP43 rescue | PTHR1 ag | EPAC1 antagonist | EPAC2 agonist | EPAC2 antagonist | aSyn yeast inh
CCOc1ccc(S(=O)(=O)N2CCOCC2)cc1[N+](=O)[O-] | -12% | -1% | 22% | i | 2% | -3% | -8% | 9%
COC(=O)C1=C(C)N(Cc2ccccc2)C(=NCCc2ccccn2)N[C@H]1c1cccc(F)c1 | -6% | -3% | -6% | i | -12% | 12% | 27% | -1%
COC(=O)c1ccc(CSc2ccccc2NC(=S)Nc2cccc(SC)c2)o1 | 23% | 8% | ? | -31%[inhibitor] | -1% | 15% | -10% | 2%
CCN(Cc1ccncc1)C(=O)c1cc(COc2ccc(OC)cc2Cl)on1 | / | -4% | 17% | -52%[inhibitor] | -19% | 15% | -12% | 6%
COc1ccc(OC)c(/C=N/NC(=O)C(=O)N2CCCCCC2)c1 | 5% | -14% | -1% | -26% | 2% | -6% | 12% | 5%
Cc1ccc(OCC2Cn3c(nc4c3c(=O)[nH]c(=O)n4C)O2)cc1 (configuration not stated) | 27% | -9% | -13% | -9%[57.5 µM] | 1% | -2% | 5% | -5%
O=C(CCS(=O)(=O)c1ccccc1Cl)Nc1ccc(S(=O)(=O)Nc2ncccn2)cc1 | 4% | -12% | -5% | -18% | -4% | 9% | 17% | -7%
CCOc1ccccc1N1CCN(S(=O)(=O)c2ccc(Cl)s2)CC1 | 4% | 15% | -29% | -5%[57.5 µM] | -8% | 7% | -5% | 2%

# Ten entries out of the list, sorted by length of the SMILES, largest number first.
Compound | FUS suppressor | EPAC1 ag | TDP43 rescue | PTHR1 ag | EPAC1 antagonist | EPAC2 agonist | EPAC2 antagonist | aSyn yeast inh
COC(=O)C1=C(C)N(Cc2ccccc2)C(=NCCc2ccccn2)N[C@H]1c1cccc(F)c1 | -6% | -3% | -6% | i | -12% | 12% | 27% | -1%
O=C(CCS(=O)(=O)c1ccccc1Cl)Nc1ccc(S(=O)(=O)Nc2ncccn2)cc1 | 4% | -12% | -5% | -18% | -4% | 9% | 17% | -7%
Cc1ccc(Cn2nnnc2CN2CCC(NC(=O)c3ccc(Br)cc3)CC2)cc1 | 4% | -1% | 11% | -10% | 4% | 14% | 30% | -12%
COc1ccc2nc(NC(=O)CSC(C)C(=O)Nc3cc(C)on3)sc2c1 (configuration not stated) | 52% | 11% | -18% | -1% | 1% | 6% | -15% | 0%
CCN(Cc1ccncc1)C(=O)c1cc(COc2ccc(OC)cc2Cl)on1 | / | -4% | 17% | -52%[inhibitor] | -19% | 15% | -12% | 6%
CCOC(=O)C(NC(=O)c1ccccc1)(N1CCOCC1)C(F)(F)F (configuration not stated) | -16% | 12% | -1% | i | -14% | 11% | -2% | 1%
CCOc1ccc(S(=O)(=O)N2CCOCC2)cc1[N+](=O)[O-] | -12% | -1% | 22% | i | 2% | -3% | -8% | 9%
COc1ccc(OC)c(/C=N/NC(=O)C(=O)N2CCCCCC2)c1 | 5% | -14% | -1% | -26% | 2% | -6% | 12% | 5%
CC(C)C(NC(=O)c1ccccc1)C(=O)NCc1ccccn1 (configuration not stated) | 17% | 5% | -10% | i | 1% | -2% | -2% | ?
O=C(NCc1cccnc1)Nc1ccc(Br)cc1Cl | 0% | 4% | 5% | -15% | -7% | 13% | 0% | 2%
